# Compound activity: PubChem BioAssay, National Center for Advancing Translational Sciences (NCATS)
# AmpC no deterg = inhibitors of E. coli AmpC beta-lactamase without detergent. P00811. AmpC nitrocefin hydrolysis, absorbance 480 nm, 0.0001% Triton. Potency, µM (titrated, usually from 57.1 µM), for the others: at the highest dose activity change, negative = inhibition, most hits filed as inhibitors. hit rate 0.52% among 330,000. AID 485341;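 further: potency means the concentration at half of the fitted maximal effect; plate controls were no compound for no effect and no enzyme for full effect; nearly all actives have a fitted effect of over 20% in size; some results filed as inactive show a strong effect at the top dose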
# Target sequence (P00811 whole entry, looked up): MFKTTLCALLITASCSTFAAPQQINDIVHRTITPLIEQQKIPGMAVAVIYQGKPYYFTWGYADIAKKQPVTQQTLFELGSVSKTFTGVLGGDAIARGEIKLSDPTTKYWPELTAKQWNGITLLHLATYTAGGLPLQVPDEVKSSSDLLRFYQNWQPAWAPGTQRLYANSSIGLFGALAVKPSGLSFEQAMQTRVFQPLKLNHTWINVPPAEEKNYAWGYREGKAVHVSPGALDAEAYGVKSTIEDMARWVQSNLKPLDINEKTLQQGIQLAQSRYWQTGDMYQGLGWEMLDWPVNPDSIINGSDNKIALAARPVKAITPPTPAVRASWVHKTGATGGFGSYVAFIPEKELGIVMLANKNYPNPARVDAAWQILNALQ
#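 AmpC (5.3 nM in the dispensed reagent) in 20 mM phosphate pH 7.0 with 0.01% (detergent screen) or 0.0001% Triton X-100 was preincubated with compounds for 15 min at room temperature. Nitrocefin was then added from an 800 uM solution, and hydrolysis was followed at 480 nm.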
# LmPK inhibitor = inhibitors of Leishmania mexicana pyruvate kinase; Q27686; hit rate 0.37% among 290,000; Potency, µM (series often up to 57.5 µM), inactives show at the top dose activity change, negative = inhibition, most hits filed as inhibitors; purified LmPK, Kinase-Glo ATP luminescence, 1 h; further: potency means the concentration at half of the fitted maximal effect; on the % scale 0 is the no-effect control and ±100 the full control effect
# Target sequence (Q27686 whole entry, looked up): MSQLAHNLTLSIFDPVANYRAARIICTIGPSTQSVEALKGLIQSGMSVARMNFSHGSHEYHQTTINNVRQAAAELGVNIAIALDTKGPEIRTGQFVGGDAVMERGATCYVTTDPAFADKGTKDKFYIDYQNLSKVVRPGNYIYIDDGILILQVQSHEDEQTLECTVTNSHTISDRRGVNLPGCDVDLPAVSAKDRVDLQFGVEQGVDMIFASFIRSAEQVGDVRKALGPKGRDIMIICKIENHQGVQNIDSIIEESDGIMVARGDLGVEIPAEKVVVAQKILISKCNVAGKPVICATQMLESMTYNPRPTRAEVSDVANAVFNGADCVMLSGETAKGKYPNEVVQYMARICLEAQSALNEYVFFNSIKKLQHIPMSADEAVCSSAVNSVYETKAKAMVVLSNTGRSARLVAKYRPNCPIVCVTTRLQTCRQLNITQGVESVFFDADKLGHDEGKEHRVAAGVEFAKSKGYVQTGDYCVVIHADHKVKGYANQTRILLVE
#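 Pyruvate kinase activity monitored as ATP production (luciferase luminescence). Conditions: 0.1 nM enzyme, 0.5 mM PEP, 0.1 mM ADP, 1 h, RT; normalized against uninhibited and no-enzyme wells.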
# Pf growth 48h = P. falciparum growth inhibition at 48 hours (one generation). hit rate 5.9% among 310,000. P. falciparum luciferase growth in erythrocytes, 48 h. AID 504832. Potency, µM (highest dose often 28.7 µM), for the others: top-dose activity change, negative = inhibition, most hits filed as inhibitors; further: potency means the concentration at half of the fitted maximal effect; on the % scale 0 is the no-effect control and ±100 the full control effect
#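 First compound was added to culture medium, then infected red cells at 0.1% parasitemia and 2% hematocrit (final). After incubation at 37 C under 5% CO2, luciferase detection reagent was dispensed and light output recorded.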
# Tb PYK inh = inhibitors of Trypanosoma brucei pyruvate kinase | TbPYK enzyme, Kinase-Glo Plus ATP luminescence, 45 min | Potency, µM (titrated, usually from 76.8 µM), inactives show top-dose activity, negative = inhibition, hits mostly inhibitors | hit rate 0.12% among 410,000 | AID 624173; further: potency means the concentration at half of the fitted maximal effect; on the % scale 0 is the no-effect control and ±100 the full control effect; nearly all actives have a fitted effect of over 50% in size
#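 T. brucei PYK with substrate was exposed to pin-transferred compounds across a concentration series, then started with 130 uM ADP (final). After 45 min at room temperature, Kinase-Glo Plus luminescence was read, normalized and curve-fitted.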
# Shiga inhibitor = blocks Shiga toxin action in Vero cells; Vero cells, Shiga toxin protein synthesis inhibition reporter; hit rate 9.2% among 290,000; inhibition, % at 38.7 µM; in the data active means inhibition mostly above about 28%, no sharp cut-off; inactive means mostly below about 43%; further: 0% is about no effect
# Pf growth 96h = inhibits malaria parasite growth, 96 h; P. falciparum luciferase reporter growth, 96 h; Potency, µM (series often up to 28.7 µM), inactives show top-dose activity change, negative = inhibition, hits mostly inhibitors; hit rate 6.9% among 320,000; further: potency means the concentration at half of the fitted maximal effect; on the % scale 0 is the no-effect control and ±100 the full control effect
#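 Infected RBCs, 2% Hct / 0.05% parasitemia final; luciferase-reporter P. falciparum; cpd 96 h, 37 C, 5% CO2; luciferase detection reagent; luminescence.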
# Cycloheximide cs = counter-screen hit for Shiga toxin inhibitors, cycloheximide | max response, % | cell reporter, cycloheximide protein synthesis inhibition counterscreen | hit rate 12% among 300,000; in the data active means max response mostly above about 13%, no sharp cut-off; inactive means mostly below about 14%; further: read at 38.3 µM for the half of the compounds with a filed dose; 0% is about no effect
# The depositor's hits bear a star; ? = inconclusive; nt = no result given; [ ] = dose if it differs, or a comment. Unless noted, the call rests on the fitted dose curve; in most records, active means well fitted curve in the direction sought with a large enough effect; inconclusive means small, poorly fitted or top-dose-only effect, or another doubt; inactive means no such curve, though single readings can be large; an effect the other way counts as inactive or inconclusive.
SMILES,AmpC no deterg,LmPK inhibitor,Pf growth 48h,Tb PYK inh,Shiga inhibitor,Pf growth 96h,Cycloheximide cs
CC(C)(C)n1ncc2c(=O)n(CC(=O)N3CCN(c4ccccc4)CC3)cnc21,11%,-2%,-14%,-5%,-5,20%,2
N#Cc1nc(COc2ccccc2Cl)oc1NCc1ccco1,-33%,0%,-23%,5%,83,?,11
NC(=O)c1ccsc1NC(=O)COC(=O)c1ccccc1NCc1ccco1,-26%,16%,55%[activator],1%,107*,?,33*
C=CC[n+]1c(-c2ccc(C)cc2)csc1Nc1c(C)n(C)n(-c2ccccc2)c1=O,-8%[11.4 µM],-2%,0%,1%,-4,-18%,-1
COc1ccc(N(CC(=O)NCc2ccc(Cl)cc2)S(=O)(=O)c2c(C)noc2C)cc1,20%,10%,?,5%,-2,8.3µM*,-4
Cc1c(Cc2ccc3c(c2)OCO3)sc(NC(=O)c2cccc3ccccc23)c1C(N)=O,-29%,5%,37%[activator],-22%,-2,48%[activator],9
CCCc1cc(-c2n[nH]c(=S)n2CC(C)C)cs1,-27%,?,11%,?,-8,6%,-2
COc1ccc(NC(=O)CN(C)C(=O)c2cccnc2Sc2ccc(C)c(C)c2)cc1,25%,nt,-2%,7%,nt,?,nt
CCc1ccc(NC(=O)C(C)OC(=O)C2CCC(=O)N2)cc1 (centres undefined),-21%,3%,42%[activator],-2%,14,52%[activator],15
CCC(C(=O)N1CC2(C)CC1CC(C)(C)C2)N1C(=O)c2ccccc2C1=O (centres undefined),51%,2%,nt,-3%,5,0%,-8
CCN(CCS(=O)(=O)c1ccc(Cl)cc1)C(=O)Nc1ccccc1,-1%,-1%,?,-3%,3,-1%,5
COc1cccc(NC(=O)CSc2nc3ccccc3c(=O)n2Cc2cccs2)c1,-26%,2%,?,-8%,17,271%[activator],6
C[C@H](NC(=O)c1nc[nH]c1C(=O)N[C@H](C)c1ccccc1)C(=O)OC(C)(C)C,72%[activator],7%,?,1%,12,21%,-1
COC(=O)CCP(=O)(O)Cc1ccccc1CP(=O)(O)CCC(=O)OC,-24%,0%,11%,0%,2,44%[activator],0
COC(=O)C1=C(C)N(Cc2ccccc2)C(=NCC2CC2)N[C@H]1c1ccc(Br)cc1,51%,-12%,?,nt,-3,?,-5
CC(OC(=O)c1ccc2ncsc2c1)C(=O)N1CCCC1 (centres undefined),-10%,-4%,-21%,nt,0,1%,0
CC(Sc1ccc(Cl)cc1)C(=O)NNC(=O)c1ccncc1 (centres undefined),0%,nt,-1%,2%,nt,13%,nt
COc1ccc(/C=N/n2cnc3scc(-c4cccs4)c3c2=O)cc1OC,-10%,2%,7%,11%,-1,26%,-1
COc1cc(CCC(=O)OCC(=O)Nc2ccc(F)c(F)c2F)cc(OC)c1OC,51%,2%,-2%,0%,-6,6%,1
CCO/C([O-])=N/c1sn[n+](C)c1C,-6%,-4%,32%,4%,0,56%[activator],-3
O=C(Nc1ccc(S(=O)(=O)N2CCCC2)cc1)C1COc2ccccc2O1 (centres undefined),-35%,5%,-10%,-1%,10,26%,1
CC1CCCN(C(=O)c2cccc(S(=O)(=O)N3CCCC3)c2)C1 (centres undefined),-12%,nt,19%,1%,nt,-3%,nt
COc1cc(S(=O)(=O)NCc2ccccc2Cl)ccc1-n1cnnn1,-18%,-2%,-12%,-8%,-3,271%[activator],-2
CC(NS(=O)(=O)c1ccc(Br)cc1)C(=O)NCc1ccco1 (centres undefined),-21%,-1%,11%,5%,21,24%,4
O=C(O)CN1C(=O)c2ccc(Oc3ccc([N+](=O)[O-])cc3)cc2C1=O,-13%,-6%,5%,8%,-6,-19%,-1

# Quoted from the listing:
# AmpC no deterg result of COc1ccc(N(CC(=O)NCc2ccc(Cl)cc2)S(=O)(=O)c2c(C)noc2C)cc1 = 20%
# Cycloheximide cs result of NC(=O)c1ccsc1NC(=O)COC(=O)c1ccccc1NCc1ccco1 = 33*

# Other records follow.
SMILES,AmpC no deterg,LmPK inhibitor,Pf growth 48h,Tb PYK inh,Shiga inhibitor,Pf growth 96h,Cycloheximide cs
Cc1ccc2c(cnn2C(=O)CCC(=O)N2CCCCC2)c1,17%,-4%,92%[activator],3%,11,-26%,-2
CC1CN(S(=O)(=O)c2cccc(C(=O)NCCCn3ccnc3)c2)CC(C)O1 (centres undefined),nt,3%,-4%,-1%,9,0%,5
CC1CCCCC12NC(=O)N(CC(=O)N1CCN(S(=O)(=O)/C=C/c3ccccc3)CC1)C2=O (centres undefined),72%[activator],nt,10µM*,4%,nt,?,nt
O=C1C2C(c3ccccc3)CC=CC2[C@H](c2cccc([N+](=O)[O-])c2)N1Cc1ccccc1 (some centres undefined),-15%,1%,?,-5%,-4,?,-3
COc1cccc(-c2nn(-c3ccccc3)cc2C(=O)Nc2nccs2)c1,-6%,4%,7.4µM*,0%,12,?,8
COc1ccc(S(=O)(=O)N(CC(=O)NCc2ccncc2)Cc2ccccc2)cc1,12%,2%,?,-9%,-4,5.2µM*,-3
Cc1cc(C)cc(NC(=O)Oc2ccccc2N2CCCCC2)c1,-27%,4%,-1%,-3%,12,13%,1
OCCCNc1nc(-c2ccc(Br)cc2)nnc1-c1ccc(Cl)cc1,-3%,-1%,-10%,1%,-14,?,-6
O=C(NCc1cccnc1)c1ccc([N+](=O)[O-])o1,-5%,6%,4.1µM*,6%,30,?,31*
CCOC(=O)N1CCN(C(=O)c2cn(C)c3ccc(S(=O)(=O)N(CC)CC)cc3c2=O)CC1,36%,-8%,7%,2%,3,?,-2
CCC(=O)N1CCN(c2ccccc2NC(=O)COc2cccc(C)c2C)CC1,117%[activator],2%,?,2%,-5,?,-1
CC(C)[C@H](NC(=O)[C@H]1N2C(=O)c3ccccc3C2SC1(C)C)C(=O)NCc1ccco1 (some centres undefined),-17%,-4%,?,0%,-3,?,-14
Cc1ccc(S(=O)(=O)N[C@@H](CC(C)C)C(=O)N2CCC(C(=O)N[C@@H](Cc3ccccc3)C(=O)O)CC2)cc1,88%[activator],-10%,-20%,2%,4,-7%,-1
Cc1cccc(C(=O)NC2CCN(C(=O)Nc3ccccc3C)CC2)c1,0%,5%,5%,5%,4,29%,22
Cn1cnnc1SCC(=O)c1ccc2c(c1)OCCO2,-31%,5%,nt,-2%,49*,62%[activator],14
Cc1ccc(-c2cccc(CN3CCN(C(C)C)C(CCO)C3)c2)o1 (centres undefined),19%,-3%,-19%,9%,10,?,1
O=C(Cn1nc(-c2ccccc2)ccc1=O)Nc1ccc(-n2cnnn2)cc1,-6%,3%,12%,2%,-8,36%[activator],5
Cc1ccc(NC(=O)Cn2nnc3ccccc32)c(C)c1,-5%[11.4 µM],7%,15%,-3%,-3,?,3
COC(=O)c1ccc(COc2ccc3c(c2)CCC3)o1,-18%,-1%,55%,-3%,117*,nt,54*
COc1ccc(CN2CCN(C(=O)CCC(=O)Nc3nnc(C(F)(F)F)s3)CC2)cc1F,116%[activator],10%,-9%,0%,-11,?,4
COc1cc(C(=O)NCCOc2cc(C)ccc2C(C)C)cc(OC)c1OC,87%[activator],5%,1%[0.00184 µM],3%,-5,91%[activator],-1
O=C1CS/C(=N/N=C/c2cccs2)N1,-22%,2%,11%,1%,28,15%,11
Cc1cc(Cl)ccc1OC(C)C(=O)NNC(=O)C1CCCCC1C(=O)O (centres undefined),-19%,-8%,18%,2%,-4,9%,-1
Cn1nc(/C=C/c2ccccc2)ccc1=O,-11%,-16%,153%[activator],-8%,86*,107%[activator],28*
C[C@H](NC(=O)C1CCN(S(=O)(=O)c2ccccc2)CC1)C(=O)NCc1ccccc1,7%,7%,-19%,5%,-3,?,-3
SMILES,AmpC no deterg,LmPK inhibitor,Pf growth 48h,Tb PYK inh,Shiga inhibitor,Pf growth 96h,Cycloheximide cs
COc1ccc(S(=O)(=O)N(C)C)cc1NC(=O)CN1CCN(C(=O)C2CC2)CC1,-4%,nt,-24%,2%,nt,-16%,nt
NC(=O)c1cc2ccncc2c2ccccc12,-3%,-4%,17%,-5%,-1,8%,-1
N/C(CC(=O)NC1CCCCC1)=N\OCC(=O)Nc1ccc(Cl)c(Cl)c1,18%,7%,4%,-1%,-5,16%,-3
CC(Oc1ccc2c3c(c(=O)oc2c1)CCC3)C(=O)NCc1cccnc1 (centres undefined),-2%,-4%,6%,4%,-5,?,3
COc1ccccc1C(=O)Nc1c2c(nn1-c1cccc(C)c1C)CS(=O)(=O)C2,-12%,-5%,?,0%,-7,?,-1
Cc1cc(Nc2ccc(Cl)cc2)n2ncnc2n1,-10%,-3%,?,1%,-7,32%[activator],1
CC1CC(=O)Nc2ccccc2N1C(=O)COc1cc(Cl)ccc1Cl (centres undefined),-12%,nt,-14%,-4%,nt,-25%,nt
COc1ccc(-c2cccc(C(=O)Nc3ccc(C)cc3)c2)cc1,-10%,5%,6%,-15%,16,125%[activator],1
O=c1oc2cc(S(=O)(=O)NCCCO)ccc2c2ccc(S(=O)(=O)NCCCO)cc12,10%,-2%,4%,-1%,-11,3%,-1
CCC(C(=O)N1CCCC1)n1nc(C)c2c(C)n(-c3ccccc3)nc2c1=O (centres undefined),1%,1%,-11%,-4%,-7,-11%,-6
CCc1ccc(NC(=O)CNC(=O)c2nn(-c3ccc(OC)cc3)c(=O)c3ccccc23)cc1,-4%,1%,?,-4%,-2,-3%,-4
Cc1ccc(S(=O)(=O)N2CCOC2CNC(=O)C(=O)NCc2ccccn2)cc1 (centres undefined),18%,-3%,9%,1%,-32,18%,-3
CCOc1ccc(CCNC(=O)COC(=O)CSc2ccc(C)cc2)cc1OCC,84%[activator],nt,?,2%,nt,?,nt
CC(=O)Nc1cccc(NC(=O)c2cc(-c3ccccn3)nc3ccc(Cl)cc23)c1,79%[activator],-1%,-3%,-1%,-1,13%,0
Cn1cc(Br)c(C(=O)Nc2sc3c(c2C(N)=O)CCCC3)n1,2%,-5%,39%[activator],-15%,66*,4.1µM*,35*
CCN(CCn1cccn1)Cc1nc(-c2ccc(C(=O)OC)cc2)no1,16%,3%,?,1%,-22,-18%,-5
COc1ccc(C(=O)NC(=S)Nc2ccc3c4c(cccc24)CC3)cc1OC,-2%,-3%,11%,-12%,-4,35%[activator],-4
CCOc1ccccc1NC(=O)CC1SC(=N)N(c2ccccc2)C1=O (centres undefined),-11%,0%,?,nt,-3,15%,1
CCOC(=O)C(CC)(CC)C(=O)/C=C/c1ccc(OC)cc1,24%,6%,?,4%,13,?,-2
Cc1ccc(NC(=O)N2CCCN(Cc3ccc(F)cc3)C2)cc1C,-6%,0%,13µM*,-7%,20,?,1

# Part of the list above, limited to AmpC no deterg:
compound | AmpC no deterg
Cc1c(Cc2ccc3c(c2)OCO3)sc(NC(=O)c2cccc3ccccc23)c1C(N)=O | -29%
CCCc1cc(-c2n[nH]c(=S)n2CC(C)C)cs1 | -27%
COc1ccc(NC(=O)CN(C)C(=O)c2cccnc2Sc2ccc(C)c(C)c2)cc1 | 25%
CCc1ccc(NC(=O)C(C)OC(=O)C2CCC(=O)N2)cc1 (centres undefined) | -21%
CCC(C(=O)N1CC2(C)CC1CC(C)(C)C2)N1C(=O)c2ccccc2C1=O (centres undefined) | 51%
